# Assay outcomes from PubChem.
# PKA-R1A activ: activates the PKA-R1A holoenzyme complex. P00514+P68181. PKA-R1A dissociation, Cy5-IP20 fluorescence polarization; scaled: DMSO 0%, 113 µM cGMP 100%. activation, % at 11.4 µM. hit rate 0.083% among 340,000. AID 504707;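 active = percent activation above the mean of all tested compounds plus 3 SD, cut at about 19% in these data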;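 note: higher means more PKAc released from R1A so a rise in polarization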
# MITF TRPM1 HTS: activators of MITF-driven TRPM1 promoter activity in SK-MEL-5 cells. hit rate 0.75% among 300,000. activation, % at 12.5 µM. SK-MEL-5 TRPM1-promoter luciferase, 24 h; % of positive control, neutral wells = 0;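 active = mean activation of at least 80% with every replicate also reaching 80%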;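 note: 0% = neutral control wells and 100% = parthenolide positive control wells; values of inactives mirror those of a sister screen read the other way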
# DSG3 Ab inh: blocks pemphigus antibody binding to human desmoglein-3 | AID 588358 | hit rate 0.48% among 310,000 | DSG3-coupled beads, scFv-anti-DSG3-GFP binding, flow cytometry; stronger effect = lower value | binding (percent of control), % at 10 µM | P32926;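 active = binding more than 3 SD below its plate's average and above zero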; note: some compounds called inactive have numbers as strong as hits
# SUMO Mot1 rescue: blocks SUMOylation pathway, rescuing yeast Mot1-301 growth; S. cerevisiae Mot1-301 growth rescue, ATP luminescence, 38.5C; percent above DMSO median, 100 means doubled; growth rescue, % at 18.8 µM; hit rate 1% among 320,000;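 active = every valid replicate shows activation above 250% relative to neutral control wells; inactive = the rest, any valid replicate at or below 250%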;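 note: OY570 slx delta 5 strain wells were the positive control but not used for scaling; some compounds called inactive have numbers as strong as hits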
# PKA-R2B act: activators of human PKA-R2B complex; P22694+P31323; PKA-R2B holoenzyme dissociation, Cy5-IP20 fluorescence polarization; R2B truncated from residue 108, S112A mutant; 0% DMSO only, 100% 113 µM cGMP; activation, % at 11.4 µM; hit rate 0.079% among 340,000;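 active = activation above a cutoff set at the mean over all compounds plus 3 SD, cut at about 18% in these data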;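 note: higher means more holoenzyme dissociation and a rise in polarization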
# Arr AP2 block: inhibitors of human beta-arrestin and AP2 interaction. FITC-arrestin peptide / GST-AP2 beads, flow cytometry; AP2 beta2 appendage carries R879A mutation. inhibition, % at 10 µM. hit rate 0.31% among 340,000;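 active = inhibition above a set limit, near 3 SD of compounds lacking own fluorescence, cut at about 54% in these data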;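 note: plate controls were DMSO wells for no effect and 5 µM unlabelled arrestin peptide for full effect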
#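 Material – AP2 appendage R879A on GSH beads · Buffer or medium – PBS with 0.05% Tween 20 and 0.1% BSA · Probe or stimulus – fluorescein-tagged arrestin peptide at 50 nM final · Incubation – compound with beads 12 min RT, then probe 1 h RT · Detection – high-throughput flow cytometry of beads, ex 488, em 535 nm · Evaluation – percent response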
# CDK5 p35 inh: CDK5/p35 (human) kinase inhibition. AID 488839. inhibition, % at 10 µM. Q00535+Q15078. hit rate 0.01% among 330,000. Recombinant CDK5/p35, ADP-Glo luminescence, 60 min;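 active = highest replicate inhibition of at least 50% and at least 75% of replicates reaching 50%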;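 note: plate controls were DMSO neutral control for no effect and GW8510 at 10 µM for full effect; many of its hits are not listed in these tables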
# NSD2 HMT inh: blocks human histone methyltransferase NSD2 | NSD2 peptide methylation, AlphaScreen, 120 min | hit rate 0.54% among 310,000 | AID 743445 | O96028 | inhibition, % at 12.5 µM; in the data active = inhibition above about 50%
# SR-BI uptake up: enhances SR-BI lipid uptake from DiI-HDL; activation, % at 12.5 µM; hit rate 0.096% among 320,000; CHO ldlA[mSR-BI] cells, DiI-HDL uptake fluorescence, 3 h; 100 = double the neutral-control signal;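 active = mean replicate activation of at least 60% and every replicate at or above 60%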;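 note: 0% = median plate neutral-control signal and 100% = twice that signal; values of inactives mirror those of a sister screen read the other way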
#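 Material – SR-BI-overexpressing, LDLR-lacking CHO cells · Medium – BSA-supplemented, HEPES-buffered Ham's F12, pH 7.4 · Doses – single concentration · Times – compound with DiI-HDL co-incubation, 3 h at 37 °C · Measured by – bottom-read fluorescence, 550/595 nm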
# dFosB activator: activators of mouse delta FosB homodimer | purified delta FosB, TAMRA-CDK5 oligo fluorescence polarization; percent of positive-control signal above neutral wells | P13346 | hit rate 0.99% among 340,000 | activation, % at 25 µM;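 active = mean activation above about 17%, with every replicate also reaching it, limit read from the data, passing the limit was not always enough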;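 note: fluorescence polarization rise as delta FosB binds a TAMRA Cdk5 AP-1 oligo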
# Target sequence (P13346 whole entry, looked up): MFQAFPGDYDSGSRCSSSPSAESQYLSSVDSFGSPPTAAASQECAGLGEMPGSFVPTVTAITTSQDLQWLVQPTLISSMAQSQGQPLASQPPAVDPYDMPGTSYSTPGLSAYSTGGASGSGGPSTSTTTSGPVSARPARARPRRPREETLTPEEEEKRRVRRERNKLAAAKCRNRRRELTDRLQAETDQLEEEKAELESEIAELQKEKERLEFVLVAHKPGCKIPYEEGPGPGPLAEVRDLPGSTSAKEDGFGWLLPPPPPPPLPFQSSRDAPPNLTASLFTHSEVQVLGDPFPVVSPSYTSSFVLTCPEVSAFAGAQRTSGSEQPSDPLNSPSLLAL
# SR-BI DiI inh: blocks mouse SR-BI lipid uptake from DiI-HDL. ldlA[mSR-BI] CHO cells, DiI-HDL uptake fluorescence, 3 h. inhibition, % at 12.5 µM. hit rate 0.96% among 320,000;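 active = mean replicate inhibition of at least 70% and a set share of replicates each scoring 70 or more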;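 note: 0% = median of neutral control wells and 100% = median of positive control wells; values of inactives mirror those of a sister screen read the other way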
# Target sequence (Q61009 whole entry, looked up): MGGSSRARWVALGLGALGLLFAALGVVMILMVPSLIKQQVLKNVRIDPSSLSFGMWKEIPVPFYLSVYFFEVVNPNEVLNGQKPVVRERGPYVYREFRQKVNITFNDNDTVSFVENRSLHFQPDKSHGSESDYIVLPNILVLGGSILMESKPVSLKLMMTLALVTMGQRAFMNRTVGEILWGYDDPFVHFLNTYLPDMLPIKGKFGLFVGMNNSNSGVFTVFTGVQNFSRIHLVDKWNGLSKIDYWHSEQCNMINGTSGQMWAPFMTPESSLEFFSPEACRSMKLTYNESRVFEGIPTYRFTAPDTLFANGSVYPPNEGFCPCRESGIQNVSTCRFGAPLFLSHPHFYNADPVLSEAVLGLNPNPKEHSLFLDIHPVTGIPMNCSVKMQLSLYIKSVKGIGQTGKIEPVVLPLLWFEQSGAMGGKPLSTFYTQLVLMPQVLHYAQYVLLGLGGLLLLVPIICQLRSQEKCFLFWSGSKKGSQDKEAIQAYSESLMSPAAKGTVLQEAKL
# Starred values were filed as active, the others as inactive; · = no result given.
SMILES,PKA-R1A activ,MITF TRPM1 HTS,DSG3 Ab inh,SUMO Mot1 rescue,PKA-R2B act,Arr AP2 block,CDK5 p35 inh,NSD2 HMT inh,SR-BI uptake up,dFosB activator,SR-BI DiI inh
O=C(c1ccccc1)C1CCN(C(=O)Nc2ccccc2)CC1,1,1,·,6,3,2,1.7,-2,-7,-8,7
Cc1cccc(NC(=S)Nc2ccc3cn[nH]c3c2)c1,7,-4,86,26,-5,-5,1.8,2,-5,-1,5
CCCCCCCCN1C(=O)C(O)=C(C(C)=O)C1c1ccccn1 (configuration not stated),-6,-4,97,23,-2,6,-1.5,-1,1,0,-1
CCN(CC(=O)NCc1ccc(F)cc1)C(=O)Cc1ccc(OC)cc1,-1,0,94,-9,-3,25,0.6,2,13,-4,-13
COc1ccc(S(=O)(=O)N2CCCCCC2)cc1C(=O)N(C)CC(=O)Nc1ccc(Cl)c(Cl)c1,-1,6,99,-26,-5,-9,-1.6,0,-26,-9,26
CCOCc1c(C(=O)OCC(=O)Nc2ccccc2C(N)=O)oc2ccccc12,-9,-4,95,·,-4,0,-6.4,0,-2,-8,2
O=C1CC(=O)N(CCNc2ncc(C(F)(F)F)cc2Cl)C(=O)N1,-5,8,116,10,5,7,-1.3,0,43,1,-43
CN1C(=O)Cc2cc(S(=O)(=O)Nc3ccc(Cl)cc3)ccc21,-7,-6,·,-8,-6,7,0.9,2,·,0,·
COc1cc(OC)c(NC(=O)CCc2nc(-c3cccs3)no2)cc1Cl,-2,1,100,-6,-1,-5,0.7,-1,-52,-5,52
CCOc1ccc2nc(NC(NC(=O)CC)(C(=O)OC)C(F)(F)F)sc2c1 (configuration not stated),-3,4,100,1,3,8,-2.5,0,3,-4,-3
COc1cccc(C(=O)NN2c3ccccc3CCc3ccccc32)c1,3,-9,95,-5,-20,11,1.5,-3,-8,0,8
O=C(N/N=C/c1ccccn1)c1ccc(N/N=C/c2ccccn2)cc1,-5,2,103,0,-1,7,0.4,-2,7,2,-7
O=C(Nc1cccc(C(=O)O)c1)/C(=C\c1ccccc1Cl)NC(=O)c1ccco1,-7,17,100,-21,-10,12,-0.9,-2,5,-6,-5
O=C(NCc1ccc2c(c1)OCO2)Nc1ccc2nsnc2c1,4,17,100,1,2,8,-0.5,-1,-8,4,8
CC(=O)c1ccc(NC(=O)c2ccc(-n3cncn3)c([N+](=O)[O-])c2)cc1,0,5,·,62,-17,-7,-2.8,-3,-38,-8,38
CCN(CC)c1ccc(/C=N/NC(=O)c2c[nH]c3ccccc23)cc1,-2,-4,104,5,-2,-4,-0.4,-3,14,-10,-14
O=C(Nc1ccccc1F)C(=O)c1cn(CC(=O)N2CCCCC2)c2ccccc12,-4,-3,116,0,-5,-21,-0.4,5,-37,-5,37
Cc1cc(C)n(CC(=O)N2CCCC(N3CCN(Cc4ccc5c(c4)OCO5)CC3)C2)n1 (configuration not stated),-3,9,100,1,1,-16,-0.7,-1,32,-2,-32
O=C(O)CCc1ccc(-c2cccs2)n1NC(=O)c1ccccc1Br,-3,-7,102,5,-9,10,-0.5,3,29,-2,-29
Cc1ccc(OCC(=O)NNC(=O)c2cc3ccccc3o2)cc1C,-14,·,93,19,-4,18,-0.8,0,32,-11,-32
CCCCC(CC)C(=O)Nc1cc(=O)[nH]c2nc3ccccc3n12 (configuration not stated),8,11,90,1,-15,7,-4.1,-2,410*,-12,-410
NC(=O)COc1ccc2oc(=O)cc(-c3cc4ccccc4o3)c2c1,-2,11,101,95,-2,-11,0.0,-7,-13,0,13
CCN1CCN(S(=O)(=O)c2cc(OC)ccc2OC)CC1,13,0,92,15,12,1,-0.8,2,12,4,-12
Cc1n[nH]c(=O)c2c(NC(=O)CSc3nnnn3-c3ccc(O)cc3)oc(C)c12,7,-4,103,-14,-6,-13,0.8,3,7,3,-7
COc1cccc(OCCOCCN(C)CCO)c1,1,2,101,-5,1,2,1.6,5,28,5,-28
SMILES,PKA-R1A activ,MITF TRPM1 HTS,DSG3 Ab inh,SUMO Mot1 rescue,PKA-R2B act,Arr AP2 block,CDK5 p35 inh,NSD2 HMT inh,SR-BI uptake up,dFosB activator,SR-BI DiI inh
Fc1ccc(-c2nnc(Cc3ccc(Cl)cc3)o2)cc1,-3,56,85,14,-3,1,0.8,·,·,-8,·
Cc1coc2cc3oc(=O)c(CC(=O)N(C)CC(=O)O)c(C)c3cc12,2,0,92,85,-1,10,-2.1,-1,-25,-6,25
CCOc1nnnc2c1sc1nc(N3CCOCC3)c3c(c12)CCCC3,-4,6,96,192,-12,6,2.1,·,-1,-4,1
CC(C)(C)c1ccc(C(CC(=O)O)NC(=O)C23CC4CC(CC(C4)C2)C3)cc1 (configuration not stated),-4,3,95,10,3,13,-0.8,-1,·,-3,·
Cc1[nH]n(-c2ccccc2)c(=S)c1C=Nc1ccc([N+](=O)[O-])cc1,1,-10,139,-4,0,4,2.4,-2,-11,5,11
CCN=C(Nc1cccc(F)c1)SC1CC(=O)N(c2ccc(OC)cc2)C1=O (configuration not stated),-7,11,108,0,-16,5,-1.2,·,-7,-1,7
CC1(C)NC(=O)N(CCOCCOc2ccccc2-c2ccccc2)C1=O,-1,-6,105,-7,3,-25,-3.7,-12,-16,-2,16
CCCCN(CCCC)c1ccc(C(=O)c2ccccc2C(=O)O)c(O)c1,-6,-5,117,-8,-6,6,-0.3,6,18,-10,-18
COc1ccc(-n2nc(C(=O)NCC(=O)NCCc3ccc(OC)c(OC)c3)c3ccccc3c2=O)cc1,-6,-9,114,-13,-5,-2,-2.0,0,·,-12,·
CC(=O)c1cc(CCC(=O)NC2CCCCCC2)oc1C,0,7,·,17,-2,-1,-0.6,2,-12,-13,12
COc1ccc(Br)cc1/C=N/NC(=O)CNC(=O)c1cccnc1,0,·,110,441,-1,0,-1.5,-1,-15,-7,15
Cc1ccc(NC(=O)C2CCN(S(=O)(=O)c3cccc4nonc34)CC2)cc1,1,-9,112,5,-6,-10,-1.0,2,·,11,·
COc1ccc(C(=O)O)cc1S(=O)(=O)Nc1ccc(N2CCCCC2)cc1,4,10,88,29,-3,-7,-1.5,2,26,3,-26
COc1cc(OC)cc(C(=O)N[C@H](C(=O)Nc2ccccc2N2CCOCC2)C(C)C)c1,4,·,·,76,-3,-1,-1.3,3,-1,-5,1
COC(=O)c1ccc(CSc2nc3ccccc3[nH]2)o1,-17,26,101,50,-17,20,0.2,-2,10,3,-10
CC(=O)Nc1ccc(S(=O)(=O)NCC2CCC(C(=O)N3CCN(c4ccccn4)CC3)CC2)cc1 (configuration not stated),-6,10,91,226,-2,-6,1.2,-1,·,-10,·
CCOc1ccccc1/C=C(/C#N)C(N)=O,-2,-4,89,-3,-3,26,2.2,2,3,5,-3
CCOc1ccc(NS(=O)(=O)c2ccc(OCC(=O)NCc3ccncc3)cc2)cc1,0,-4,·,27,-4,3,1.0,0,10,-11,-10
CN(C)C(=O)CSc1nnc(Cc2ccc([N+](=O)[O-])cc2)o1,-7,2,80,7,-2,-6,-1.7,0,27,1,-27
Cc1ccccc1NC(=O)C(C)c1cccc(C(=O)c2ccccc2)c1 (configuration not stated),-6,-15,97,3,2,1,2.3,-1,12,-11,-12
Cc1ccc(-c2nc(N/N=C/c3cccc([N+](=O)[O-])c3)c3ccccc3n2)cc1,5,-11,105,-9,-10,6,0.0,·,-74,-11,74*
CCC(Oc1ccccc1)C(=O)Nc1ccc(S(=O)(=O)Nc2cnc3ccccc3n2)cc1 (configuration not stated),2,-7,102,337,-7,6,-0.3,0,16,-2,-16
CC(Oc1ccc(F)cc1)C(=O)Nc1cc(S(=O)(=O)N2CCCCC2)ccc1N1CCN(C)CC1 (configuration not stated),-10,-7,110,·,-3,-2,-1.8,3,9,-9,-9
N#Cc1cccc(NC(=O)COC(=O)C2CCC2)c1,0,3,98,90,-3,4,0.3,26,34,-2,-34
COC(=O)c1sccc1NC(=O)c1ccoc1C,-6,-2,96,-4,8,2,0.8,0,-5,-9,5
SMILES,PKA-R1A activ,MITF TRPM1 HTS,DSG3 Ab inh,SUMO Mot1 rescue,PKA-R2B act,Arr AP2 block,CDK5 p35 inh,NSD2 HMT inh,SR-BI uptake up,dFosB activator,SR-BI DiI inh
Cc1nc(N2CCN(C(=O)c3cccs3)CC2)c2c3c(sc2n1)CCCC3,13,5,110,-13,-1,9,-1.1,-2,·,-5,·
O=C(CN1C(=O)CSc2cc(S(=O)(=O)N3CCCCCC3)ccc21)NCCc1ccccc1,-9,-2,105,59,-2,2,-0.3,-5,18,-16,-18
COC(=O)c1sc(NC(=O)c2ccncc2)nc1C,-3,·,109,-2,3,10,1.5,-1,-3,3,3
CC1(c2ccccc2)C(C#N)C(=O)NC(=O)C1C#N (configuration not stated),-5,7,·,·,5,-8,2.0,0,1,-6,-1
CCOc1ccc(N=C2NC(=O)SC2CC(=O)OC)cc1 (configuration not stated),-3,·,109,-6,-2,10,-0.4,1,0,8,0
CCOC(=O)C1CCCN(C(=O)c2cc(S(=O)(=O)N3CCCCC3)ccc2C)C1 (configuration not stated),11,-8,79,13,-5,-3,-1.1,-5,0,-6,0
CC(C)CNS(=O)(=O)c1ccc(CCC(=O)N2CCN(Cc3ccccc3)CC2)cc1,-9,-9,102,33,-1,6,-0.2,3,-21,-5,21
COc1ccc(C(=O)NC(=S)NCc2cccnc2)cc1OC,3,4,96,-18,-4,-6,-0.4,27,-9,-9,9
C/C(=N\NS(=O)(=O)c1ccccc1)c1cccc(NC(=O)c2cccc(Cl)c2)c1,-4,29,101,-2,5,-20,1.4,6,-47,-3,47
COc1cc(NC(=O)CCc2nnc3ccc(N4CCC5(CC4)OCCO5)nn23)cc(OC)c1,-14,-4,99,4,-9,6,1.7,-1,10,-8,-10
Cc1ccc(S(=O)(=O)Cc2ccc(C(=O)NCCc3ccccc3)o2)cc1,-7,-5,102,-4,-2,-13,-1.5,-1,-4,2,4
